# Source: PubChem (National Center for Advancing Translational Sciences (NCATS))
# TbPYK inhibitor = T. brucei pyruvate kinase inhibition; Q57TT1; TbPYK enzyme, Kinase-Glo Plus ATP luminescence, 45 min; Potency, µM (top dose mostly 76.8 µM), inactives show top-dose activity, negative = inhibition, actives largely listed as inhibitors; 410,000 compounds, 0.12% hits; AID 624173; note: potency is the fitted concentration of half-maximal effect; nearly all actives have a fitted effect of over 50% in size
#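 Readout: single end-point luminescence (Kinase-Glo Plus, 10 min). Reaction conditions were TbPYK/substrate plus 130 uM ADP, 45 min at RT, pH 7.2 TEA buffer. No-enzyme wells served as controls, and data were normalized before concentration-response fitting.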
# AmpC inh detg = inhibitors of E. coli AmpC beta-lactamase with detergent | AmpC hydrolysis of nitrocefin, absorbance 480 nm, 0.01% Triton | Potency, µM (series often up to 114 µM), for inactives: at the top dose activity change, negative = inhibition, hits mostly inhibitors | 370,000 compounds, 0.041% hits;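 note: potency is the fitted concentration of half-maximal effect; 0% = no-compound wells and -100% = no-enzyme wells; nearly all actives have a fitted effect of over 25% in size; some results filed as inactive show a strong effect at the top dose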
# Target sequence (P00811 whole entry, looked up): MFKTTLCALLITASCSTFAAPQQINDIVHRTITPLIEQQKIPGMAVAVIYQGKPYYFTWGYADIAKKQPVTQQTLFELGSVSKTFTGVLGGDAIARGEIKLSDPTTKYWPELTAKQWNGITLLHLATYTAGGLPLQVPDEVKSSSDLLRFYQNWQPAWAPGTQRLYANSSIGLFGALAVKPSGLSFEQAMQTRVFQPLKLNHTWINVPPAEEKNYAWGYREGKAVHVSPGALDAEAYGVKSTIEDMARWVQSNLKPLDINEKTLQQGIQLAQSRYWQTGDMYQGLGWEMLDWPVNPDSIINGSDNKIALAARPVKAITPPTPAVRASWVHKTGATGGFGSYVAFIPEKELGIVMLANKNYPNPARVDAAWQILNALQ
#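 AmpC (5.3 nM in the dispensed reagent) in 20 mM phosphate pH 7.0 with 0.01% (detergent screen) or 0.0001% Triton X-100 was preincubated with compounds for 15 min at room temperature. Nitrocefin was then added from an 800 uM solution, and hydrolysis was followed at 480 nm.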
# HCMV antiviral = inhibitors of human cytomegalovirus; HFF cells, HCMV-luciferase reporter, 72 h; stronger effect = lower value; 410,000 compounds, 4.5% hits; AID 1259415; activity change, negative = inhibition, % at 57.5 µM; in the data active = activity change below about -60%; inconclusive = no clear call, values can overlap the other calls; inactive = above about -39%
#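 Screen run at 2 compound doses on HFFs infected with reporter HCMV, MOI 1 PFU/cell. Luciferase activity from cell lysates at 72 h post infection gave inhibition relative to buffer-only and Salinomycin wells.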
# AMA1-RON2 inh = inhibitors of Plasmodium falciparum AMA1-RON2 interaction; AlphaScreen AMA1-biotinylated RON2 peptide binding; Potency, µM (titrated, usually from 58.2 µM), without a hit: at the highest dose activity change, negative = inhibition, usual class: inhibitors; 360,000 compounds, 0.2% hits;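 note: potency is the fitted concentration of half-maximal effect; 0% = vehicle wells and -100% = peptide control; nearly all actives have a fitted effect of over 45% in size; some results filed as inactive show a strong effect at the top dose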
#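 AMA1 (3D7) with his tag at 25 nM final met compounds first, then biotinylated RON2 peptide at 25 nM; detection used donor plus acceptor beads, 10 µg/mL apiece, read by AlphaScreen after 30 min at room temperature.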
# AmpC no deterg = AmpC beta-lactamase inhibition without detergent; P00811; AmpC nitrocefin hydrolysis, absorbance 480 nm, 0.0001% Triton; Potency, µM (titrated, usually from 57.1 µM), without a hit: at the top dose activity change, negative = inhibition, usual class: inhibitors; 330,000 compounds, 0.52% hits; AID 485341;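 note: potency is the fitted concentration of half-maximal effect; plate controls were no compound for no effect and no enzyme for full effect; nearly all actives have a fitted effect of over 20% in size; some results filed as inactive show a strong effect at the top dose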
#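 20 mM phosphate pH 7.0 + 0.01% (detergent screen) or 0.0001% Triton X-100; 5.3 nM AmpC reagent; cpd preinc 15 min RT; nitrocefin (800 uM stock) to start; A480 q20 s × 4 min; Activity was normalised to no-enzyme and no-compound control wells.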
# HCV inh = HCV inhibition. Huh7.5.1 HCVcc-Cre infection, luciferase reporter, 44 h. Potency, µM (series often up to 41.8 µM), for inactives: at the highest dose activity change, negative = inhibition, actives largely listed as inhibitors. 340,000 compounds, 3.4% hits; note: potency is the fitted concentration of half-maximal effect
#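 Luciferase read-out (15 sec integration) after a 15 min room-temperature substrate step quantifies HCVcc-Cre infection. Cells, 1,000 per well, had compound added 4 h post-plating, then virus at ~0.5 moi, and were cultured 44 h.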
# LmPK inh = LmPK (Leishmania mexicana) enzyme inhibition. Q27686. purified LmPK, Kinase-Glo ATP luminescence, 1 h. Potency, µM (highest dose often 57.5 µM), without a hit: at the top dose activity change, negative = inhibition, actives largely listed as inhibitors. 290,000 compounds, 0.37% hits. AID 1721; note: potency is the fitted concentration of half-maximal effect
# Target sequence (Q27686 whole entry, looked up): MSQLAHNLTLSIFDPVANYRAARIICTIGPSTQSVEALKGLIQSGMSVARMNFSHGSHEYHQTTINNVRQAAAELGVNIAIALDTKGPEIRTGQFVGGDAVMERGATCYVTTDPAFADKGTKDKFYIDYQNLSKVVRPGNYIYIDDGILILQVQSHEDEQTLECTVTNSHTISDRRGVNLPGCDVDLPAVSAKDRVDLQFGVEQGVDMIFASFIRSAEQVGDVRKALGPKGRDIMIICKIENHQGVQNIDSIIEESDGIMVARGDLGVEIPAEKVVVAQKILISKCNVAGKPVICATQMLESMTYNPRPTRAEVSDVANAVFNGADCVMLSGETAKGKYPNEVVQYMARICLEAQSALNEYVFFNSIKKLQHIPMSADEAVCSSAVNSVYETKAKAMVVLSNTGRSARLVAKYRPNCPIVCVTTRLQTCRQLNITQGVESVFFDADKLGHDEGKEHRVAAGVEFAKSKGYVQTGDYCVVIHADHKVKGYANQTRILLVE
#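 Purified LmPK (0.1 nM) with 0.5 mM PEP and 0.1 mM ADP in imidazole buffer pH 7.2 with MgCl2/KCl, 1 h at room temperature. ATP formed was read by luciferase luminescence and normalized to no-enzyme and uninhibited controls.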
# * marks the source's active call; other numbers are inactive results; ? = inconclusive; · = not tested or not shown; [ ] = another dose, or the depositor's remark. Unless noted, calls come from the whole dose curve; as a rule, active = well fitted curve in the direction sought with a large enough effect; inconclusive = small, poorly fitted or top-dose-only effect, or another doubt; inactive = no such curve, though single readings can be large; an effect the other way counts as inactive or inconclusive. Unless noted, % is set by controls: 0 for no effect and ±100 for the full control effect.
1) COC(=O)[C@@H](NC(=O)NCc1ccc(F)cc1)C(C)C
2) CCC(C)C1(C2CCCC2)NC(=O)NC1=O (configuration not stated)
3) C=CCOC(=O)C1=C[C@@H](c2csc3ccccc23)C[C@@H](OCCCCO)O1
4) Cc1cccc(-c2nc(CS(=O)CC(=O)N3CCN(C)CC3)c(C)o2)c1 (configuration not stated)
5) CCc1cc(=O)oc2c3c(cc(OCC(=O)NCCN4CCOCC4)c12)OC(C)(C)CC3
6) CC(=O)Nc1ccc(-c2ccnc3c2CC(C(=O)Nc2cccc(N(C)C)c2)O3)cc1 (configuration not stated)
7) CCc1nnc(NC(=O)CSc2nnc(C(C)NC(=O)c3ccccc3F)n2C)s1 (configuration not stated)
8) Cc1ccc(C(=O)C(O)C(c2ccc(C)cc2)N2CCCCC2)cc1 (configuration not stated)
compound no.	1	2	3	4	5	6	7	8
TbPYK inhibitor	-1%	0%	3%	-2%	-5%	0%	-2%	2%
AmpC inh detg	?	·	·	?	-9%	·	-7%	4%
HCMV antiviral	-5	17	1	36	-22	0	16	-17
AMA1-RON2 inh	-23%	-8%	2%	-19%	-1%	?	9%	-7%
AmpC no deterg	-8%	·	·	-4%	148%[activator]	·	0%	-24%
HCV inh	23%	6%	-28%	5%	?	·	9%	2%
LmPK inh	0%	·	·	3%	0%	·	-4%	2%

9) O=C(Nc1ccc(S(=O)(=O)N2CCCC2)cc1)c1ccc(Cl)nc1
10) CC(=O)c1ccc(NC(=O)C2CC2c2ccccc2)cc1 (configuration not stated)
11) CC1CCN(C(=O)C2CCN(S(=O)(=O)c3cccc4nonc34)CC2)CC1
12) CCC(=O)Nc1c(OC(=O)CC)ccc2c(C)cc(=O)oc12
13) C/C(=N\NC(=O)Cc1c(C)[nH][nH]c1=O)c1ccc2ccccc2c1
14) C=CC[C@H](CC(=O)N(CCO)Cc1ccccc1)C(=O)NCCOC(=O)[C@@H](CC=C)Cc1ccc(F)cc1
15) CCOC(=O)C1=C(C)NC(=O)C(C#N)C1c1ccco1 (configuration not stated)
16) Cc1cccc(OCC(=O)Nc2cccc(C(=O)OCc3cc(=O)n4c(C)csc4n3)c2)c1
compound no.	9	10	11	12	13	14	15	16
TbPYK inhibitor	-1%	-5%	4%	1%	·	0%	-4%	1%
AmpC inh detg	-15%	·	0%	-3%	?	·	2%	-2%
HCMV antiviral	-29	38	-27	5	14	16	4	-61*
AMA1-RON2 inh	3%	-10%	3%	-3%	·	8%	0%	·
AmpC no deterg	-26%	·	-6%	-10%	-11%	223%[activator]	-1%	·
HCV inh	?	-13%	-7%	-7%	15%	?	13%	·
LmPK inh	·	·	0%	-2%	-2%	·	6%	·

# In the list so far, 4 have four or more nitrogen atoms.
6) CC(=O)Nc1ccc(-c2ccnc3c2CC(C(=O)Nc2cccc(N(C)C)c2)O3)cc1 (configuration not stated)
7) CCc1nnc(NC(=O)CSc2nnc(C(C)NC(=O)c3ccccc3F)n2C)s1 (configuration not stated)
11) CC1CCN(C(=O)C2CCN(S(=O)(=O)c3cccc4nonc34)CC2)CC1
13) C/C(=N\NC(=O)Cc1c(C)[nH][nH]c1=O)c1ccc2ccccc2c1
compound no.	6	7	11	13
TbPYK inhibitor	0%	-2%	4%	·
AmpC inh detg	·	-7%	0%	?
HCMV antiviral	0	16	-27	14
AMA1-RON2 inh	?	9%	3%	·
AmpC no deterg	·	0%	-6%	-11%
HCV inh	·	9%	-7%	15%
LmPK inh	·	-4%	0%	-2%

# Additional compounds follow:
17) Cc1ccc(-c2nn3c(=O)cc(CN4CCN(S(=O)(=O)c5ccc(Cl)cc5)CC4)nc3s2)cc1
18) CCOc1ccc(NC(=O)C2CC(=O)N3CCCN=C3S2)cc1 (configuration not stated)
19) O=C(CCNC(=O)c1ccccc1Cl)NCCCSc1ccccc1
20) CCNC(=S)NNC(=O)c1ccc(=O)n(Cc2ccccc2)c1
21) COc1ccc(CCNC(=O)c2c(O)nc3ccccn3c2=O)cc1OC
22) Cn1c(=O)c2c(nc(NCc3ccccc3)n2C)n(C)c1=O
23) O=C(Nc1ccc(Cl)cc1)c1ccc(-n2cnnc2)cc1
24) COc1ccc(CNC(=O)CCCn2c(SCC#N)nc3cc4c(cc3c2=O)OCO4)cc1
compound no.	17	18	19	20	21	22	23	24
TbPYK inhibitor	3%	-3%	-2%	-1%	0%	-1%	0%	4%
AmpC inh detg	11%	-15%	1%	-3%	1%	1%	-3%	-5%
HCMV antiviral	-1	21	-4	-14	-15	50	6	-13
AMA1-RON2 inh	·	9%	-10%	62%[activator]	·	-1%	·	0%
AmpC no deterg	·	-6%	0%	-60%	·	-12%	·	-10%
HCV inh	·	5%	-18%	0%	·	12%	·	-8%
LmPK inh	·	4%	·	7%	·	-4%	·	2%

25) CN(C)C(=O)COC(=O)[C@H](Cc1ccccc1)NC(=O)c1ccco1
26) CC1(C(=O)NS(=O)(=O)C2CC2)CCCN(C(=O)c2ccc3c(c2)OCO3)C1 (configuration not stated)
27) COc1ccc(-c2cc(C(F)(F)F)n3ncc(-c4ccccc4)c3n2)cc1
28) COc1cccc(-c2cc(C(=O)NCC3CCCO3)on2)c1 (configuration not stated)
29) C/C(=N\N=C(N)N)c1cc(Cl)ccc1Cl
30) O=C(CNC(=O)c1ccccc1)NCC(=O)OCC(=O)c1ccc(F)cc1
31) COC(=O)c1ccc(C(NC(=O)c2cccnc2)NC(=O)c2cccnc2)cc1
32) O=C(Cn1cc(C(=O)c2ccco2)c2ccccc21)NCc1ccco1
compound no.	25	26	27	28	29	30	31	32
TbPYK inhibitor	-4%	-4%	9%	3%	8%	-5%	-6%	3%
AmpC inh detg	3%	·	14%	0%	2%	-9%	-7%	2%
HCMV antiviral	61	16	-35	150	-20	-20	-24	82
AMA1-RON2 inh	-4%	10%	·	-5%	2%	4%	15%	-36%
AmpC no deterg	-12%	·	·	-11%	-18%	-10%	-10%	-13%
HCV inh	10%	·	·	-2%	?	5%	15%	-23%
LmPK inh	5%	·	·	-7%	-7%	-5%	-4%	-3%

33) COc1ccc(Cl)cc1NC(=O)c1cc2nc(-c3ccc4c(c3)OCO4)cc(C(F)(F)F)n2n1
34) Cc1ccc(C)c(NC(=O)CN(C)C(=O)c2ccc(-c3ccc(Cl)cc3)o2)c1
35) CCOC(=O)N1CCC(n2c(SCC(=O)N3CCC(C)CC3)nc3ccccc3c2=O)CC1
36) CCOc1ccc(S(=O)(=O)NCc2ccccc2)cc1C(N)=O
37) O=C(O)CNC(=O)c1ccc2c(c1)OCCO2
38) O=C(CN(Cc1ccco1)C(=O)Cn1nnc(-c2cccs2)n1)NCC1CCCO1 (configuration not stated)
39) O=C(NCC1CCCO1)c1ccc2ccccc2n1 (configuration not stated)
40) O=c1cc(COc2ccc(Cl)cc2Cl)nc2scc(-c3ccccc3)n12
compound no.	33	34	35	36	37	38	39	40
TbPYK inhibitor	2%	-5%	5%	2%	0%	0%	-8%	2%
AmpC inh detg	0%	-21%	?	-10%	-2%	5%	-7%	2%
HCMV antiviral	1	-25	?	?	4	0	8	-20
AMA1-RON2 inh	·	3%	1%	9%	0%	-2%	9%	·
AmpC no deterg	·	-1%	115%[activator]	-10%[2.29 µM]	-19%	2%	-16%	·
HCV inh	·	?	13µM*	-22%	-4%	8%	-11%	·
LmPK inh	·	·	0%	8%	-2%	1%	0%	·

41) CCN1CCN(CC(=O)c2c(C)n(C)c3ccc(OC)cc23)CC1
42) CCOCCCN(C(=O)c1snc(C(N)=O)c1N)C(C(=O)NC1CCCC1)c1ccc(O)cc1 (configuration not stated)
43) COc1cccc(/C(O)=C2/C(=O)C(=O)N(CCCN(C)C)C2c2cccc(Cl)c2)c1 (configuration not stated)
44) Cc1ccccc1-n1c(=O)cc(N2CCc3ccccc32)[nH]c1=O
45) Cc1ccccc1OCC(=O)NNC(=O)c1ccc(-c2ccccc2)cc1
46) Cc1ccc2nc(-c3ccc(NC(=O)C(F)(F)F)cc3)sc2c1
47) CCOc1ccc(NC(=O)C2CCCN(c3nc(C)cc(C)n3)C2)cc1 (configuration not stated)
48) O=C(CCn1c(=O)c2cccn2c2ccc(F)cc21)NCCc1ccccc1Cl
compound no.	41	42	43	44	45	46	47	48
TbPYK inhibitor	18%	0%	·	4%	1%	1%	-18%	4%
AmpC inh detg	1%	5%	-10%	?	-1%	0%	-2%	2%
HCMV antiviral	-1	-9	·	5	0	-26	-27	?
AMA1-RON2 inh	1%	9%	·	-1%	78%[activator]	·	1%	·
AmpC no deterg	-11%	-24%	-12%	219%[activator]	-32%	·	-5%	·
HCV inh	-11%	-4%	·	3%	?	·	-14%	·
LmPK inh	1%	-7%	-2%	6%	3%	·	-8%	·

49) COc1ccc(S(=O)(=O)NCc2ccncc2)cc1NC(=O)c1ccc(Cl)cc1
50) O=C(CNS(=O)(=O)c1ccc(Cl)cc1)NNC(=O)c1cccnc1
51) Cc1nnc(SCC(=O)N(CC(C)C)c2c(N)n(Cc3ccccc3)c(=O)[nH]c2=O)n1N
52) Cc1ccc(/C=N/NC(=O)c2cc(-c3cccnc3)nc3ccccc23)cc1
53) COc1cc(NC(=O)c2cc(-c3cccnc3)nc3ccc(C)cc23)c(OC)cc1Cl
54) CCc1ccccc1Nc1ccc(C(=O)O)cc1N
55) COCC(C)n1c(C)cc(C(=O)COC(=O)c2cccn2C)c1C (configuration not stated)
56) CCOC(=O)NC1(C(F)(F)F)NC(=O)N(c2ccc(F)cc2)C1=O (configuration not stated)
57) Cc1ccc(-c2nc(=O)[nH]c3ccccc23)cc1
58) Cc1ccccc1OCC(=O)N1CCCCCCC1
compound no.	49	50	51	52	53	54	55	56	57	58
TbPYK inhibitor	2%	-2%	0%	1%	·	-3%	0%	-3%	-15%	0%
AmpC inh detg	?	?	-10%	?	7%	-2%	·	-11%	-3%	3%
HCMV antiviral	-63*	0	-11	?	·	-10	-76*	-9	-9	7
AMA1-RON2 inh	29%	71%[activator]	9%	4%	·	-7%	12%	7%	-2%	-3%
AmpC no deterg	1%	-1%	29%	-37%	-10%	-19%	6%	-17%	-15%	1%
HCV inh	?	24%	4%	?	12%	-2%	?	4%	14%	28%
LmPK inh	·	-3%	·	2%	1%	-15%	·	1%	-8%	0%
